CAL PDZ FP-1 = inhibitors of human CAL PDZ peptide binding; Q9HD26; purified CAL PDZ, TMR-peptide fluorescence polarization, 1 h; AID 602252; hit rate 0.92% among 300,000; inhibition, % at 24.9 µM;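 active means mean inhibition of at least 30% with at least half of replicates also reaching 30%; inconclusive means no clear call, values can overlap the other calls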;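 further: 0% = DMSO neutral control and 100% = excess unlabeled competitor peptide PRC23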
Wnt bcat act = activators of Wnt/beta-catenin signaling | Wnt/beta-catenin reporter cell assay, activator, plate reader | activation, % at 9.35 µM | hit rate 1.2% among 300,000; in the data active means activation above about 30%, passing the limit was not always enough; inconclusive means no clear call, values can overlap the other calls;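 further: 0% = neutral control wells and 100% = positive control wells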
Rtt109 HAT inh = C. albicans Rtt109 histone acetyltransferase inhibition. hit rate 0.16% among 330,000. Q5AAJ8. inhibition, % at 34.9 µM. AID 540336. purified Rtt109/Vps75, ThioGlo CoA-SH fluorescence, 4 h;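 active means inhibition of at least 50% in every replicate; inconclusive means best replicate reaches 50% inhibition but some replicates fall short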
MITF TRPM1 HTS = activators of MITF-driven TRPM1 promoter activity in SK-MEL-5 cells; hit rate 0.75% among 300,000; activation, % at 12.5 µM; AID 588334; SK-MEL-5 TRPM1-promoter luciferase, 24 h; % of positive control, neutral wells = 0;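 active means mean activation of at least 80% with every replicate also reaching 80%; inconclusive means mean reaches 80% but some replicate falls short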;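 further: 0% = neutral control wells and 100% = parthenolide positive control wells; values of inactives mirror those of a sister screen read the other way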
CAL PDZ FP-2 = inhibitors of human CAL PDZ peptide binding | purified CAL PDZ, TMR-peptide fluorescence polarization, 1 h | inhibition, % at 20 µM | hit rate 0.02% among 330,000 | AID 504414;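 active means highest replicate inhibition of at least 40%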;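 further: plate controls were DMSO neutral control wells for no effect and unlabeled competitor peptide control wells for full effect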
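Test system: purified CerCALP PDZ construct; Compound dosing: one concentration, 20 µM compound; Also added: TMR-labelled reporter peptide T*-PRC34 bound in PDZ groove; Read-out: inhibition from polarization loss; Controls: unlabelled peptide and DMSO controls; Signal: FP readout, S and P plane fluorescence; Incubation: 1 h at RT.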
RTF Ca sens act = cardiac RTF calcium sensitization. IANBD-labeled TnC RTF fluorescence at EC20 calcium; 0% EC20 calcium, 100% full calcium. hit rate 0.24% among 340,000. AID 493008. activation, % at 7.2 µM. P19429+P45379;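 active means activation above the mean over all tested compounds plus 3 SD, cut at about 30% in these data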;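 further: rise in fluorescence read as greater calcium sensitivity of cardiac thin filaments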
CDK5 inh = blocks human CDK5/p35 kinase activity; Q00535+Q15078; Recombinant CDK5/p35, ADP-Glo luminescence, 60 min; inhibition, % at 10 µM; hit rate 0.01% among 330,000; AID 488839;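 active means highest replicate inhibition of at least 50% and at least 75% of replicates reaching 50%; inconclusive means only one of the two criteria met; inactive means both criteria failed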;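 further: plate controls were DMSO neutral control for no effect and GW8510 at 10 µM for full effect; many of its hits are not listed in these tables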
Target sequence (Q00535 whole entry, looked up): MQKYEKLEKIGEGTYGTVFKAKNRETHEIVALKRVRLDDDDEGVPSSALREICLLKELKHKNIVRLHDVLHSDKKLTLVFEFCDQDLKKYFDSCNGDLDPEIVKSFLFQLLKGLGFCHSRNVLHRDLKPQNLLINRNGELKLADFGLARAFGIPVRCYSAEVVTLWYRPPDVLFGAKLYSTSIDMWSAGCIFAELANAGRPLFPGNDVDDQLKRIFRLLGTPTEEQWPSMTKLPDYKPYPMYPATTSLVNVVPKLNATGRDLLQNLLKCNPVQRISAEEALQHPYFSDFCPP
Target sequence (Q15078 whole entry, looked up): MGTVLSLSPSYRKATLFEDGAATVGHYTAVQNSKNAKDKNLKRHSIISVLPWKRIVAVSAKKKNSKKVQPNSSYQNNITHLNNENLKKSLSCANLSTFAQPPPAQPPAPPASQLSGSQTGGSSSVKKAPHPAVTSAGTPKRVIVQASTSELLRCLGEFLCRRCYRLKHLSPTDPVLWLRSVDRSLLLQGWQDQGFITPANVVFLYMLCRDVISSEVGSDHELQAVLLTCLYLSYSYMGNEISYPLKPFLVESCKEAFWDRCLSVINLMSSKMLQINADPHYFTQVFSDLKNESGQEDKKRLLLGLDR
dFosB act = enhances mouse delta FosB homodimer DNA binding. purified delta FosB, TAMRA-CDK5 oligo fluorescence polarization; percent of positive-control signal above neutral wells. P13346. AID 493131. activation, % at 25 µM. hit rate 0.99% among 340,000;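 active means mean activation above about 17%, with every replicate also reaching it, limit read from the data, passing the limit was not always enough; inconclusive means only one of the two conditions met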;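 further: fluorescence polarization rise as delta FosB binds a TAMRA Cdk5 AP-1 oligo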
Target sequence (P13346 whole entry, looked up): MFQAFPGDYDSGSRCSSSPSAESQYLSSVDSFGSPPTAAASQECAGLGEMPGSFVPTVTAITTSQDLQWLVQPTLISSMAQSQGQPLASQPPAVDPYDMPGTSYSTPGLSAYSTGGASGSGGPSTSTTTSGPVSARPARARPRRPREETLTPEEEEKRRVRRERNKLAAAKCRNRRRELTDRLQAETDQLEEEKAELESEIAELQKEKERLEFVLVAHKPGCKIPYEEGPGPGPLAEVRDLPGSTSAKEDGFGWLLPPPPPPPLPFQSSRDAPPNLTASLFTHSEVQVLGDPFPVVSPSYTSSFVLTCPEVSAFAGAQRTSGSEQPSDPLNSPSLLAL
V-ATPase pH = yeast V-ATPase proton transport regulation by pHLuorin; S. cerevisiae, pHLuorin cytosolic pH fluorescence; response, % at 10 µM; hit rate 0.37% among 350,000; in the data active means response mostly above about 7.3%, no sharp cut-off; inactive means mostly below about 5.4%; further: actives read high; inactives centre near 0; some compounds called inactive have numbers as strong as hits
Tat transport = blocks Tat-dependent protein export in E. coli; E. coli MC4100 TorA-mCherry Tat export, fluorescence; inhibition, % at 10 µM; hit rate 0.036% among 340,000; AID 488895;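 active means mean replicate inhibition at least 50% and at least half of replicates individually reaching 50%; inconclusive means only one of the two criteria met; inactive means neither criterion met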;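 further: exported cargo escapes ClpAP degradation while cytoplasmic cargo is degraded and loses fluorescence; 0% = median of neutral control wells and 100% = median of NaSCN control wells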
Numbers without * were called inactive; ? = inconclusive; / = no result given. Compounds were not picked by outcome; overall some 4.1% were active at least once.

SMILES	CAL PDZ FP-1	Wnt bcat act	Rtt109 HAT inh	MITF TRPM1 HTS	CAL PDZ FP-2	RTF Ca sens act	CDK5 inh	dFosB act	V-ATPase pH	Tat transport
CCOC(=O)c1ccc(-c2n[nH]c(=O)c3ccccc23)cc1	-1	/	3	6	-0.9	4	0.4	-7	10	-3
O=C(O)CCCCCNC(=O)/C(=C\c1ccco1)NC(=O)c1ccco1	-7	0	2	/	-0.5	-5	-1.8	-2	0	0
CCCCn1c(N)c(N(CC)C(=O)CSc2nnnn2-c2cc(C)ccc2C)c(=O)[nH]c1=O	4	0	5	-4	-1.8	-4	1.5	-9	-5	-3
CCCSc1nc2cc(C)c(C)cc2n1CC(C)O (configuration not stated)	5	5	3	-2	-1.0	0	1.6	1	2	-7
Nc1ccc(C(=O)OCC(=O)NC2CC2)cc1[N+](=O)[O-]	0	3	8	-1	-0.1	0	0.0	7	-3	0
CC(=O)Nc1ccc(S(=O)(=O)NC2(C(F)(F)F)C(=O)Nc3c2c(=O)[nH]c(=O)n3Cc2ccccc2)cc1 (configuration not stated)	-1	0	3	3	-2.4	-2	-1.0	-4	2	0
Cc1ccccc1N1C(=O)C(Oc2ccc(Cl)cc2)C1CNCCCOC(C)C (configuration not stated)	1	-1	-3	-5	-0.5	-3	0.3	-10	-3	5
Cc1cccc(C)c1NC(=O)COC(=O)c1ccccc1[N+](=O)[O-]	-3	-9	/	11	-3.4	-4	-0.8	-2	4	1
CC(C)C[C@@]12C(=O)N(c3cccc(Br)c3)C(=O)N1[C@H](c1ccc(F)cc1)[C@@H]1C(=O)N(C3CCCCC3)C(=O)[C@@H]12	-6	-6	1	-8	0.7	7	1.2	-12	0	-5
COc1cc2c(cc1O)C(Cc1ccc(O)cc1)NCC2 (configuration not stated)	-5	-1	-2	-2	-3.3	1	0.3	0	0	5
CN(C(=O)C(Cl)Cl)C1CC2C=CC1C2 (configuration not stated)	/	4	-5	/	-1.3	8	2.6	1	0	1
COc1ccc(NC(=O)CSc2nnc(-c3ccccn3)n2Cc2ccco2)cc1OC	-3	/	5	/	-1.2	-2	-2.6	4	-1	-1
CN(CC(=O)NCc1cccnc1)S(=O)(=O)c1cc(Cl)ccc1Cl	-12	-3	-6	2	-2.9	1	-5.1	-2	4	-4
O=C(NCc1cccc(Cl)c1)c1ccc(N2CC3CC(C2)c2cccc(=O)n2C3)c(NC(=O)c2cccnc2)c1 (configuration not stated)	-7	1	-12	5	-1.0	-3	-0.8	-12	-5	6
CCOC(=O)CSc1nnc2c3ccccc3n(C)c2n1	/	2	-2	-3	-1.0	5	0.7	-16	1	9
O=C(CCc1nc2ccccc2c(=O)[nH]1)OCC(=O)c1cccc(Cl)c1	3	3	1	11	0.7	9	-0.6	-5	0	?
Nc1nc2ccc(OC(F)(F)F)cc2s1	-1	11	2	41	-0.8	4	0.1	4	6	-6
C=CCN(CC=C)C(=S)NC(=O)c1ccc(-c2ccccc2)cc1	-1	/	7	-7	-0.9	-5	-1.2	-11	-9	-5
O=C(c1cccc(C(=O)N2CCN(c3ccccc3F)CC2)n1)N1CCN(c2ccccc2F)CC1	-6	-3	-27	/	0.2	5	-1.8	-8	-1	0
CCOc1ccccc1/C=C(\C#N)C(=O)Nc1cccc(C(=O)O)c1	-5	4	-11	14	-0.6	-2	-0.8	3	1	3
O=C(Nc1ccc(NC(=O)c2cc3ccccc3o2)cc1)c1ccc2c(c1)OCCO2	-2	-3	-4	-54	-3.6	2	1.6	42*	-3	-1
COCCN(C(=O)CSc1nnc(-c2ccncc2)n1C)c1c(N)n(CC(C)C)c(=O)[nH]c1=O	0	-3	-2	11	-0.4	0	-0.9	4	-3	-1
CCOc1ccc(C2c3c(oc4ccccc4c3=O)C(=O)N2c2ccc(C)cn2)cc1OC (configuration not stated)	5	-3	-3	15	-1.1	8	0.3	-2	-1	-7
O=C(CCl)N(O)c1ccc(C=Cc2ccccc2)cc1	-4	40*	2	26	-1.8	10	-1.0	-7	5	-5
COc1ccc(N2CCN(C(CNC(C)=O)c3ccco3)CC2)cc1 (configuration not stated)	-1	0	2	-4	-2.9	-4	-5.2	2	1	15
SMILES	CAL PDZ FP-1	Wnt bcat act	Rtt109 HAT inh	MITF TRPM1 HTS	CAL PDZ FP-2	RTF Ca sens act	CDK5 inh	dFosB act	V-ATPase pH	Tat transport
Cc1cc(C)n(-c2nc(N(C)C)nc(N3CCOCC3)n2)n1	-19	/	-3	/	-4.6	-1	-1.7	-7	4	3
CCc1ccc(C(=O)c2cc3ccc(O)cc3oc2=O)cc1	-14	2	3	-16	-1.5	-5	-0.1	-6	-2	-2
COC1=NC(=C(c2ccccc2)c2ccccc2)OC1=O	-3	-7	-12	4	0.7	5	-0.3	3	0	0
FC(F)(F)c1cc(Oc2ccccc2)nc(-c2ccccn2)n1	-1	/	-5	/	-1.3	-3	0.1	-1	4	-8
CCN1C(=O)C(=O)N(CC(=O)c2[nH]c(C)c(C(C)=O)c2C)C1=O	-8	0	3	5	-2.5	-5	1.3	2	0	9
CCOc1ccc(NC(=O)Nc2ccon2)cc1	-1	13	4	38	-1.5	-2	1.5	4	2	-4
CCN(c1cccc(C)c1)S(=O)(=O)c1ccc2c(c1)NC(=O)CCS2	-6	1	9	-4	-0.4	-1	0.9	-2	0	-6
COc1cccc(OC)c1C(=O)Nn1c(C2CCC2)nc2ccccc2c1=O	0	/	7	-3	-2.2	2	-1.8	-10	1	-2
CC(=O)c1sc(N2CCOCC2)nc1-c1ccccc1	-4	-1	-2	10	-1.8	6	-0.4	0	7	0
COc1cc2[nH]c3c(=O)n(CCN4CCCCC4)cnc3c2cc1OC	-3	/	28	16	-1.7	-6	0.7	1	-7	2
Cc1ccc(CNC(=O)[C@H](C)N2C(=O)N3CCc4c([nH]c5ccccc45)[C@@]3(C)C2=O)cc1	-3	-4	8	/	0.4	-1	-1.6	-2	0	-5
Cc1ccc2c(c1)N(CC(=O)N1CCC(O)CC1)C(=O)CO2	-1	1	-1	-4	-1.1	5	-0.7	-1	5	12
Cc1ccc(-n2c(Cc3cccn3C)nnc2SCC(=O)Nc2nnc(C)s2)cc1	-13	-3	12	1	/	2	1.0	-5	1	-1
COc1ccc([N+](=O)[O-])cc1NC(=S)NC(NC(=O)C(c1ccccc1)c1ccccc1)C(Cl)(Cl)Cl (configuration not stated)	-4	/	-4	-17	-0.6	6	0.0	6	-1	5
Cc1cc(-c2c(C(=O)N3CCOCC3)c(C)nn2-c2ccccc2)no1	-1	-1	4	-2	0.0	8	0.0	-3	-1	2
Cc1ccccc1-c1nnn(CC(=O)c2ccc(S(=O)(=O)N3CCCC3)cc2)n1	-6	-7	-2	-7	0.4	-1	0.4	-2	3	4
COc1cc(NC(=O)CN2CCN(Cc3ccc4c(c3)OCO4)CC2)cc(OC)c1	0	/	-7	-3	-1.5	0	0.2	-3	2	-2
COC(=O)C(COC(=O)c1c(F)cccc1F)NC(=O)c1c(F)cccc1F (configuration not stated)	0	-1	2	-21	-0.4	-1	0.5	3	3	2
O=C(c1n[nH]c(=O)c2ccccc12)N1CCN(C2c3ccccc3-c3ccccc32)CC1	-1	/	6	9	-2.9	-6	2.0	-13	6	-3
CC(C)Cn1cc(C(=O)NCCCN2CCCC2=O)c2c3ccccc3n(C)c2c1=O	-2	-2	-7	3	0.2	-9	2.4	-3	-1	-7
COc1cc(NC(=O)c2cnn3c(C)cc(C)nc23)c(OC)cc1Cl	1	0	1	11	-1.2	-4	-1.0	4	3	-3
O=C1C=CC(=C(c2ccc(O)cc2)c2ccc(O)cc2)C=C1	-4	-2	15	-84	0.3	0	2.1	-13	0	-4
COc1cccc(C2c3[nH]c4ccccc4c3C[C@H]3C(=O)N(CCCCCO)CC(=O)N23)c1 (some centres not stated)	1	-1	-6	-11	-3.5	2	-0.4	-14	4	8
Cc1nnc(NC(=O)c2ccc(S(=O)(=O)N3CCc4ccccc4C3)cc2)o1	6	7	12	17	-1.3	-2	-0.3	-10	4	-8
CC(Sc1nnnn1C)C(=O)Nc1ccccc1-c1ccccc1 (configuration not stated)	0	/	/	5	-2.0	0	-0.2	4	1	3

Gathered by group: the entries above containing two or more sulfur atoms
SMILES	CAL PDZ FP-1	Wnt bcat act	Rtt109 HAT inh	MITF TRPM1 HTS	CAL PDZ FP-2	RTF Ca sens act	CDK5 inh	dFosB act	V-ATPase pH	Tat transport
CCN(c1cccc(C)c1)S(=O)(=O)c1ccc2c(c1)NC(=O)CCS2	-6	1	9	-4	-0.4	-1	0.9	-2	0	-6
Cc1ccc(-n2c(Cc3cccn3C)nnc2SCC(=O)Nc2nnc(C)s2)cc1	-13	-3	12	1	/	2	1.0	-5	1	-1

More structures follow:
SMILES	CAL PDZ FP-1	Wnt bcat act	Rtt109 HAT inh	MITF TRPM1 HTS	CAL PDZ FP-2	RTF Ca sens act	CDK5 inh	dFosB act	V-ATPase pH	Tat transport
O=C(Cn1c(=O)oc2ccccc21)c1ccccc1	10	/	-2	-1	-0.5	11	-1.1	-6	1	3
COc1ccc(-c2nnc(NC(=O)CS(=O)(=O)c3ccc(F)cc3)o2)cc1	-7	1	4	1	-1.8	1	-0.3	-13	8	-12
Cc1cc(C)c2sc(N(CCCN(C)C)C(=O)c3ccc(S(=O)(=O)N4CCCc5ccccc54)cc3)nc2c1	2	-11	-3	-82	-1.7	-6	-0.7	-11	6	13
CN(C)CCCNC(=O)c1cc(C(=O)c2ccccc2F)c[nH]1	-2	-4	0	-2	-0.4	-1	1.6	1	2	-4
CCC(C(=O)N1CCCC1)n1nc(C)c2c(C)n(-c3ccccc3)nc2c1=O (configuration not stated)	-7	1	4	-1	-1.9	0	2.1	-8	4	-2
O=C(c1c(O)c2ccccc2oc1=O)C1CCCCC1	4	/	-2	/	-2.3	2	0.3	-6	4	-6
COc1ccc(C(=O)NNC(=O)c2ccccn2)cc1	0	6	-2	-84	-2.8	-3	55*	-8	6	0
CCCc1cc(=O)[nH]c(SCc2cc(Cl)ccc2OC(F)F)n1	-1	/	1	-4	-1.6	4	3.7	-4	1	-4
Cc1ccc(S(=O)(=O)/N=C(/Nc2ccc(O)c(C(=O)O)c2)c2ccccc2)cc1	-2	57*	-2	-2	-0.6	1	-2.7	0	12*	-1
COc1ccccc1NC(=O)COC(=O)c1ccc2ccccc2n1	-3	0	-1	-11	-0.7	-3	0.1	-12	4	-3
Cc1cc(NC(=O)c2sccc2C)n(-c2cccc(Cl)c2)n1	-3	/	2	6	0.0	7	-1.9	-4	1	16
COc1ccc(NC2c3ccccc3C(=O)N2c2cccnc2)cc1Cl (configuration not stated)	/	2	7	/	0.0	6	0.2	-2	1	-10
Cc1ccc(C(=O)COC(=O)c2nc3nccc(C)n3n2)c(C)c1	0	-1	6	3	-0.6	-3	-2.7	-11	-4	-6
O=C(/C=C/c1ccco1)Nc1ccc(S(=O)(=O)N2CCOCC2)cc1	1	0	-3	1	-0.9	-3	-0.1	-10	0	1
Cc1ccc2cc(CCNC(=O)C(C)C)c(=O)[nH]c2c1C	/	3	-21	27	-0.1	-2	-0.2	-6	0	-6

Assay outcomes deposited in PubChem by several laboratories.
